Rv3671c inh = Rv3671c serine protease inhibitors, primary screen, biochemical, fluorescence polarization, M. tuberculosis H37Rv. P9WHR9. inhibition, % at 5.96 µM. actives 0.048% (n = 320,000). AID 2606, 2010; in the data active means inhibition above about 38%;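 further: extracellular domain of Rv3671c used as enzyme; 0% = enzyme with DMSO and 100% = no enzyme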
Target sequence (P9WHR9 whole entry, looked up, the tested form may be a part): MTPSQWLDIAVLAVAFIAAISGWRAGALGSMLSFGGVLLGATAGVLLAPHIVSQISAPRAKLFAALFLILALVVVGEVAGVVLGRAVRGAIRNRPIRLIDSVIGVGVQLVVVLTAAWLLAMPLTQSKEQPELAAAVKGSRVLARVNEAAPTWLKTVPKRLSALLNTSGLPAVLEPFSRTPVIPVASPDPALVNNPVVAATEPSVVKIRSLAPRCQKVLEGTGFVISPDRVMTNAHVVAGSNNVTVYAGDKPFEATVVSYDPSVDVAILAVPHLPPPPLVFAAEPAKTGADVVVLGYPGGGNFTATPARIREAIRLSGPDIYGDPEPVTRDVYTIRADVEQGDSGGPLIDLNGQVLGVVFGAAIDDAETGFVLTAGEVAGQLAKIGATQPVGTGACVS
BioA inh = M. tuberculosis BioA enzyme inhibitors, primary screen, biochemical, plate reader, single point, HTS; purified M. tuberculosis BioA enzyme; inhibition, % at 9.99 µM; actives 0.096% (n = 360,000); in the data active means inhibition above about 40%; inconclusive means no clear call, values can overlap the other calls
PrPC surface inh = inhibitors of human cell surface prion protein PrPC, primary screen, cell-based, TR-FRET | inhibition, % at 13.8 µM | actives 0.43% (n = 370,000) | TR-FRET read-out; in the data active means inhibition above about 24%; further: 0% = median of the test wells and 100% = reference compound wells
Mtb FBA inh = Mtb FBA enzyme inhibitors, primary screen, biochemical, fluorescence, strain H37Rv; Fructose-bisphosphate aldolase (Mycobacterium tuberculosis (strain ATCC 25618 / H37Rv)), …; inhibition, % at 1 µM; AID 588726, 2011; purified M. tuberculosis FBA, fluorescence read-out; actives 2.3% (n = 360,000); in the data active means inhibition above about 27%;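 further: 0% = vehicle and 100% = reference inhibitor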
Target sequence (P9WQA3 whole entry, looked up): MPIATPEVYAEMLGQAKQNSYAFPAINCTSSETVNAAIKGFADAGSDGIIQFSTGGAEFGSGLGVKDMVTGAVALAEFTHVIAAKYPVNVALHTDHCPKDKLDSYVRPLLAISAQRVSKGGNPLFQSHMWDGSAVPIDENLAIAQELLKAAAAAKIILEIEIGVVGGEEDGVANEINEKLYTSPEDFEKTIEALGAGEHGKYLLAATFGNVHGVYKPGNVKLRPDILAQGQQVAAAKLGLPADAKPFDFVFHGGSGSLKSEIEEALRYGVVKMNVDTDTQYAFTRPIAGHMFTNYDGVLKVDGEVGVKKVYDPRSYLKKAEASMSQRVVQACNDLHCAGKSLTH
UGM FP inh = M. tuberculosis UGM enzyme inhibitors, primary screen, biochemical, fluorescence polarization, single point; UDP-galactopyranose mutase (Mycobacterium tuberculosis (strain ATCC 25618 / H37Rv)), …; purified UGM, fluorescence polarization probe displacement; inhibition, % at 10 µM; actives 0.06% (n = 320,000); in the data active means inhibition above about 10%, passing the limit was not always enough; inconclusive means no clear call, values can overlap the other calls
MazF activator = activators of E. coli MazEF toxin-antitoxin RNase, primary screen, biochemical, fluorescence, uHTS; FAM/BHQ RNA-DNA oligo cleavage fluorescence, 5 h; activation, % at 20 µM; AID 504720, 2011; Endoribonuclease toxin MazF (Escherichia coli (strain K12)), P0AE70; actives 0.32% (n = 350,000); in the data active means activation above about 50%
Target sequence (P0AE70 whole entry, looked up): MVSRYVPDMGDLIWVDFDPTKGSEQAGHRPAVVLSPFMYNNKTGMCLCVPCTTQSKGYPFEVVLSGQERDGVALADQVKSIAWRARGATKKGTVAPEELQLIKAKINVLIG
FadD28 FP inh = inhibitors of FadD28 bisubstrate probe binding, primary screen, biochemical, fluorescence polarization, single point; inhibition, % at 12.5 µM; Mycobacterium tuberculosis FadD28 fatty-acid-AMP ligase; actives 0.22% (n = 360,000); in the data active means inhibition above about 8.5%, passing the limit was not always enough; inconclusive means no clear call, values can overlap the other calls
BoNT-F LC inh = BoNT/F light chain protease inhibitors, primary screen, biochemical, flow cytometry, MLPCN library | Multiplex microsphere protease cleavage assay | inhibition, % at 10 µM | Botulinum neurotoxin type F light chain protease (Clostridium botulinum) | actives 0.22% (n = 360,000); in the data active means inhibition above about 35%, passing the limit was not always enough; inconclusive means no clear call, values can overlap the other calls; further: plate controls were buffer without enzyme for full effect and enzyme alone for no effect
GDH-TPI inh = GDH-TPI coupling enzyme inhibitors, primary screen, artefact control for M. tuberculosis FBA inhibitor project, biochemical, absorbance, full deck; AID 588335, 2011; GDH-TPI coupled enzyme counterscreen, NADH absorbance; inhibition, % at 4.8 µM; actives 1.2% (n = 360,000); in the data active means inhibition above about 30%;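 further: 0% = DMSO wells and 100% = wells lacking the enzyme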
Starred values were filed as active, the others as inactive.

Start of the listing, in advance (three entries):
What do the screens show for `CCCS(=O)(=O)NC(=O)C1(C)CCN(C(=O)c2cc(F)cc(F)c2)C1` (stereo unspecified)?
BioA inh: -1.8; PrPC surface inh: -4.4; Mtb FBA inh: 1.1; FadD28 FP inh: 0.3; BoNT-F LC inh: -4.3; GDH-TPI inh: 7.1

What do the screens show for `CC1CCCCC1NC(=O)CN1CCC(NC(=O)c2ccc([N+](=O)[O-])cc2)CC1` (stereo unspecified)?
Rv3671c inh: -6.8; BioA inh: -0.7; PrPC surface inh: -13.2; Mtb FBA inh: -1.9; UGM FP inh: -1.6; MazF activator: -5.9; FadD28 FP inh: -2.9; BoNT-F LC inh: 8.8; GDH-TPI inh: -8.8

How did O=C(OCC(=O)N1CCN(c2ccccc2)CC1)c1nc(Cl)ccc1Cl do in these assays?
Rv3671c inh: 4.3; BioA inh: 1.6; PrPC surface inh: -4.9; Mtb FBA inh: -2.4; UGM FP inh: 2.1; MazF activator: -0.8; FadD28 FP inh: -3.8; BoNT-F LC inh: inconclusive; GDH-TPI inh: 0.0

Results, from the first entry:
What do the screens show for `CCCS(=O)(=O)NC(=O)C1(C)CCN(C(=O)c2cc(F)cc(F)c2)C1` (stereo unspecified)?
BioA inh: -1.8; PrPC surface inh: -4.4; Mtb FBA inh: 1.1; FadD28 FP inh: 0.3; BoNT-F LC inh: -4.3; GDH-TPI inh: 7.1

What do the screens show for `CC1CCCCC1NC(=O)CN1CCC(NC(=O)c2ccc([N+](=O)[O-])cc2)CC1` (stereo unspecified)?
Rv3671c inh: -6.8; BioA inh: -0.7; PrPC surface inh: -13.2; Mtb FBA inh: -1.9; UGM FP inh: -1.6; MazF activator: -5.9; FadD28 FP inh: -2.9; BoNT-F LC inh: 8.8; GDH-TPI inh: -8.8

How did O=C(OCC(=O)N1CCN(c2ccccc2)CC1)c1nc(Cl)ccc1Cl do in these assays?
Rv3671c inh: 4.3; BioA inh: 1.6; PrPC surface inh: -4.9; Mtb FBA inh: -2.4; UGM FP inh: 2.1; MazF activator: -0.8; FadD28 FP inh: -3.8; BoNT-F LC inh: inconclusive; GDH-TPI inh: 0.0

What do the screens show for `COc1cc(/C=C/C(=O)N2CCc3ccccc3C2)cc(OC)c1OC`?
Rv3671c inh: 4.2; BioA inh: 2.0; PrPC surface inh: -8.6; Mtb FBA inh: 7.8; UGM FP inh: 0.3; MazF activator: 1.6; FadD28 FP inh: -3.1; BoNT-F LC inh: inconclusive; GDH-TPI inh: 9.8

How did CCOC(=O)CSC1=C(C#N)C(c2ccc(Cl)cc2)C(C(=O)OC)C(=O)N1 (stereo unspecified) do in these assays?
Rv3671c inh: 0.5; BioA inh: 2.5; PrPC surface inh: 3.3; Mtb FBA inh: -1.0; UGM FP inh: -0.3; MazF activator: 5.8; FadD28 FP inh: 0.9; BoNT-F LC inh: -2.0; GDH-TPI inh: 11.1

What do the screens show for `Cc1c(-c2ccccc2)nc(N)c(C#N)c1-c1cccs1`?
Rv3671c inh: -1.8; BioA inh: -2.6; PrPC surface inh: 2.3; Mtb FBA inh: 11.2; UGM FP inh: 1.0; MazF activator: 6.1; FadD28 FP inh: -3.2; BoNT-F LC inh: -4.0; GDH-TPI inh: 3.6

Results for Cc1ccc(N2C(=O)[C@@H]3C(c4ccc(F)cc4)=NO[C@@H]3C2=O)cc1 ?
Rv3671c inh: 1.0; BioA inh: -1.5; PrPC surface inh: -1.3; Mtb FBA inh: -0.9; UGM FP inh: -1.4; MazF activator: 1.5; FadD28 FP inh: -1.2; BoNT-F LC inh: 2.4; GDH-TPI inh: 8.5

Results for CSCc1nnc2n1-c1ccc(Cl)cc1C(c1ccccc1)=NC2 ?
Rv3671c inh: -4.7; BioA inh: 0.9; PrPC surface inh: 4.0; Mtb FBA inh: 1.6; UGM FP inh: 1.4; MazF activator: 8.7; FadD28 FP inh: -1.5; BoNT-F LC inh: -11.5; GDH-TPI inh: 0.8

What do the screens show for `Cc1ccc(NC(=O)COC(=O)c2c[nH]c3ccccc23)cc1C`?
Rv3671c inh: -5.8; BioA inh: 0.2; PrPC surface inh: -5.9; Mtb FBA inh: -1.4; UGM FP inh: -0.8; MazF activator: -6.1; FadD28 FP inh: -1.7; BoNT-F LC inh: 4.0; GDH-TPI inh: 8.6

What do the screens show for `NS(=O)(=O)c1ccc(CNS(=O)(=O)c2ccc3ccccc3c2)cc1`?
Rv3671c inh: 1.4; BioA inh: -0.7; PrPC surface inh: -1.3; Mtb FBA inh: 1.4; UGM FP inh: 2.4; MazF activator: -2.9; FadD28 FP inh: -2.3; BoNT-F LC inh: -1.6; GDH-TPI inh: -2.8

How did CCOC(=O)C1=C(C)N=C(/N=C/N(C)C)SC1c1ccccc1 (stereo unspecified) do in these assays?
Rv3671c inh: -13.3; BioA inh: -0.9; PrPC surface inh: -3.6; Mtb FBA inh: -0.7; UGM FP inh: 2.9; MazF activator: 7.3; FadD28 FP inh: -2.9; BoNT-F LC inh: -2.8; GDH-TPI inh: 6.0

What do the screens show for `CC(=O)N1CCN(Cc2nc3cc(NS(C)(=O)=O)ccc3n2C)CC1`?
Rv3671c inh: 2.5; BioA inh: 0.5; PrPC surface inh: 3.6; Mtb FBA inh: -0.3; UGM FP inh: -1.6; MazF activator: 9.6; FadD28 FP inh: -3.9; BoNT-F LC inh: -1.1; GDH-TPI inh: -12.5

What do the screens show for `COc1ccc(C(=O)Nc2ccc(F)cc2F)cc1`?
Rv3671c inh: 2.1; BioA inh: 2.5; PrPC surface inh: -1.5; Mtb FBA inh: 0.0; UGM FP inh: 1.1; MazF activator: 2.3; FadD28 FP inh: -2.2; BoNT-F LC inh: -5.1; GDH-TPI inh: 1.9

Results for CS(=O)(=O)N1CCCC(C(=O)NCc2ccccc2Cl)C1 (stereo unspecified) ?
Rv3671c inh: 0.2; BioA inh: 0.1; PrPC surface inh: 7.3; Mtb FBA inh: -4.3; UGM FP inh: -3.5; MazF activator: -4.9; FadD28 FP inh: -3.0; BoNT-F LC inh: 4.1; GDH-TPI inh: 7.4

What do the screens show for `CC(=O)NC(CC(=O)O)c1ccccc1` (stereo unspecified)?
Rv3671c inh: 1.6; BioA inh: -0.4; PrPC surface inh: 7.0; Mtb FBA inh: 1.3; UGM FP inh: -0.3; MazF activator: 4.1; FadD28 FP inh: -2.2; BoNT-F LC inh: -4.4; GDH-TPI inh: -5.2

What do the screens show for `CCN1CCN(C(=O)CCNC(=O)Cn2cnc3ccccc3c2=O)CC1`?
Rv3671c inh: 2.4; BioA inh: -1.5; PrPC surface inh: -6.9; Mtb FBA inh: -0.7; UGM FP inh: 0.2; MazF activator: -29.1; FadD28 FP inh: 0.7; BoNT-F LC inh: 6.5; GDH-TPI inh: 2.7

What do the screens show for `O=C(Nc1nnc(-c2ccccc2F)s1)c1ccccc1F`?
Rv3671c inh: -12.4; PrPC surface inh: 1.9; Mtb FBA inh: 0.8; UGM FP inh: -0.6; MazF activator: 8.3; FadD28 FP inh: -2.4; BoNT-F LC inh: 0.7; GDH-TPI inh: 2.9

Results for Cc1ccc(OCC(=O)N2CCc3ccccc3C2)c([N+](=O)[O-])n1 ?
Rv3671c inh: -2.9; PrPC surface inh: -15.3; Mtb FBA inh: -0.4; UGM FP inh: 1.8; MazF activator: 6.0; FadD28 FP inh: 0.2; BoNT-F LC inh: -8.0; GDH-TPI inh: 4.8

How did CCCCCn1c(=O)c2ccccc2n2c(CCl)nnc12 do in these assays?
Rv3671c inh: -2.4; PrPC surface inh: 2.4; Mtb FBA inh: 5.7; UGM FP inh: 2.2; MazF activator: 6.9; FadD28 FP inh: 1.4; BoNT-F LC inh: -3.9; GDH-TPI inh: 1.2

How did CC1(C(=O)Nc2cccc(Oc3ccccc3)c2)CCN1C1Cc2ccccc2C1 (stereo unspecified) do in these assays?
BioA inh: 1.2; PrPC surface inh: -4.8; Mtb FBA inh: 2.3; FadD28 FP inh: -0.3; BoNT-F LC inh: 0.7; GDH-TPI inh: 0.9

Results for Cc1nn(CCC(N)=O)c2nc(-c3cccs3)cc(C(F)(F)F)c12 ?
Rv3671c inh: -1.0; PrPC surface inh: -3.7; Mtb FBA inh: 153.1*; UGM FP inh: -0.6; MazF activator: -9.0; FadD28 FP inh: -4.3; BoNT-F LC inh: -1.3; GDH-TPI inh: 31.0*

Results for CCOc1ccc(S(=O)(=O)N/N=C2/CCCC(=O)C2)cc1 ?
Rv3671c inh: 3.7; PrPC surface inh: -0.4; Mtb FBA inh: -1.6; UGM FP inh: 3.0; MazF activator: -1.6; FadD28 FP inh: -0.1; BoNT-F LC inh: 1.7; GDH-TPI inh: 6.4

Results for Cc1cc(C)n(CCOC(=O)C2C(C=C(Cl)Cl)C2(C)C)n1 (stereo unspecified) ?
Rv3671c inh: -4.2; BioA inh: 2.0; PrPC surface inh: 2.4; Mtb FBA inh: 4.2; UGM FP inh: 0.4; MazF activator: 0.6; FadD28 FP inh: -0.9; BoNT-F LC inh: -6.2; GDH-TPI inh: 8.5

Results for CCN(CC)CCCNC(=O)c1cc2c(-c3cccc(OC)c3)nn(C)c2s1 ?
Rv3671c inh: 4.0; BioA inh: -0.7; PrPC surface inh: 4.1; Mtb FBA inh: 57.7*; UGM FP inh: 0.0; MazF activator: 25.2; FadD28 FP inh: -9.9; BoNT-F LC inh: inconclusive; GDH-TPI inh: 11.6

What do the screens show for `COc1cccc(NC(=O)Cc2nnc(SCC(=O)NC3=NCCS3)n2C)c1`?
Rv3671c inh: -4.8; PrPC surface inh: 4.3; Mtb FBA inh: -5.2; UGM FP inh: 1.3; MazF activator: 0.5; FadD28 FP inh: -1.7; BoNT-F LC inh: 13.9; GDH-TPI inh: 0.7

How did COc1cc(/C=C/C(=O)O)cc(OC)c1 do in these assays?
Rv3671c inh: -1.8; BioA inh: -0.2; Mtb FBA inh: 8.9; UGM FP inh: 1.1; MazF activator: 2.2; FadD28 FP inh: 0.2; BoNT-F LC inh: -6.4; GDH-TPI inh: -5.2

What do the screens show for `CN(C)c1ccc2nc3c(=O)[nH]c(=O)nc-3n(CC(O)C(O)C(O)CO)c2c1` (stereo unspecified)?
Rv3671c inh: -392.1; BioA inh: -33.6; PrPC surface inh: -75.2; Mtb FBA inh: -11.9; UGM FP inh: 61.0*; MazF activator: inactive; FadD28 FP inh: -8.6; BoNT-F LC inh: 7.0; GDH-TPI inh: 6.7

How did CC(C)NC(=O)COc1coc(CN2CCN(c3cccc(Cl)c3)CC2)cc1=O do in these assays?
Rv3671c inh: -3.0; PrPC surface inh: 9.4; Mtb FBA inh: -5.0; UGM FP inh: -3.0; MazF activator: -2.4; FadD28 FP inh: -3.8; BoNT-F LC inh: -3.1; GDH-TPI inh: 9.2

How did O=C(NCc1cccs1)c1cc2c(s1)CCCC2 do in these assays?
Rv3671c inh: -9.8; BioA inh: 3.0; PrPC surface inh: 3.7; Mtb FBA inh: -4.6; UGM FP inh: -0.3; MazF activator: 1.0; FadD28 FP inh: -4.5; BoNT-F LC inh: -10.4; GDH-TPI inh: -5.2

What do the screens show for `Cc1ccnc(NC(=O)c2cccc(S(=O)(=O)N3CCN(c4ccccc4)CC3)c2)c1`?
Rv3671c inh: -2.1; BioA inh: -1.1; PrPC surface inh: 1.4; Mtb FBA inh: -5.0; UGM FP inh: -1.4; MazF activator: -3.7; FadD28 FP inh: -4.0; BoNT-F LC inh: 1.1; GDH-TPI inh: 6.3

How did COc1ccc(-n2nnnc2SCC(=O)Nc2ccc(OC)cc2OC)cc1 do in these assays?
Rv3671c inh: -1.9; BioA inh: -0.6; PrPC surface inh: -1.0; Mtb FBA inh: -4.7; UGM FP inh: 2.5; MazF activator: 3.3; FadD28 FP inh: -3.1; BoNT-F LC inh: inconclusive; GDH-TPI inh: -26.6

Screening results (PubChem)
